# POLB inh: blocks human DNA polymerase beta activity; P06746; Pol beta primer extension/strand displacement, fluorescence kinetic; Potency, µM (highest dose often 114 µM), without a hit: top-dose activity change, negative = inhibition, most hits filed as inhibitors; 340,000 tested, 1.3% active; also: potency is read from the fitted curve at half-maximal effect; % is scaled to controls: 0 for no effect and ±100 for the full control effect
#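 Preincubation: enzyme (10 nM) with compound, 15 min, RT. Reaction: substrate added to 50 nM final. Reads: 0 and 10 min. Analysis: normalized, Hill fit.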
# POLK inh: DNA polymerase kappa (human) inhibition. Q9UBT6. purified Pol kappa, fluorescent DNA synthesis assay, 10 min. Potency, µM (doses to about 107 µM), for inactives: at the highest dose activity, negative = inhibition, usual class: inhibitors. 400,000 tested, 0.53% active. AID 588579; also: potency is read from the fitted curve at half-maximal effect; % is scaled to controls: 0 for no effect and ±100 for the full control effect
# Target sequence (Q9UBT6 whole entry, looked up): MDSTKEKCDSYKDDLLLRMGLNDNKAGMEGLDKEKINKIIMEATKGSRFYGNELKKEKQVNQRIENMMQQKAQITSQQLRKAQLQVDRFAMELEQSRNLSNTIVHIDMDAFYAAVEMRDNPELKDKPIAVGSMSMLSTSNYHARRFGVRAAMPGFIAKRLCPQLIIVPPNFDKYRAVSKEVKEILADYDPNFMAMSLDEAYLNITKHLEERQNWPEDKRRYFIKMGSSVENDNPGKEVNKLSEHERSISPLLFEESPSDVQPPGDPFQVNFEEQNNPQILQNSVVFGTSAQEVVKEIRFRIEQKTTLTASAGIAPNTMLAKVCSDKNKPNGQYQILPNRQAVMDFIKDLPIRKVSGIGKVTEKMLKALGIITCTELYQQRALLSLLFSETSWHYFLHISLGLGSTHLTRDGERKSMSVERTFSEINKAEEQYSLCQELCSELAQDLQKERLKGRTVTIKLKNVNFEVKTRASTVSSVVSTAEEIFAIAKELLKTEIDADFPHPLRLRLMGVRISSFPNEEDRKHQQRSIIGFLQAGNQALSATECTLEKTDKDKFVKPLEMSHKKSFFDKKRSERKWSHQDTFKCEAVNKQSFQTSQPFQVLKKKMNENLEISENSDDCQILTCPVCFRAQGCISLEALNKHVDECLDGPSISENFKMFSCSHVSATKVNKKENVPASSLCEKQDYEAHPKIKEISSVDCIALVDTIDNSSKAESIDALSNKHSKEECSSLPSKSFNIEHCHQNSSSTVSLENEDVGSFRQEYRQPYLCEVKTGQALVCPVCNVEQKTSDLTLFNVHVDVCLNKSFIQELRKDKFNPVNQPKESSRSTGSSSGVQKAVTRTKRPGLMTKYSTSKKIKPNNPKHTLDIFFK
#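 50 nM final substrate added after 15 min RT preincubation of 10 nM Pol kappa with compound; fluorescence read at 0 and 10 min.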
# Apoferritin bind: binds horse apoferritin like a general anesthetic; P02791; apoferritin/1-aminoanthracene competitive binding, fluorescence; Potency, µM (top dose mostly 77.5 µM), for the others: top-dose activity change, negative = displacement, usual class: inhibitors; 350,000 tested, 0.074% active; also: potency is read from the fitted curve at half-maximal effect; % is scaled to controls: 0 for no effect and ±100 for the full control effect; nearly all actives have a fitted effect of over 20% in size
# Target sequence (P02791 2-175 limits assumed): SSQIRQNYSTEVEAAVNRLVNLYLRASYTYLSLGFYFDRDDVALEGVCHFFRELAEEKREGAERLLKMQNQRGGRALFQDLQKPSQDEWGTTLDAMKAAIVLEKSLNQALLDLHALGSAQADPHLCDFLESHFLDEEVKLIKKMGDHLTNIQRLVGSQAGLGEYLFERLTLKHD
#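 Apoferritin-based anesthetic binding model; compound displacement of fluorescent 1-AMA measured as endpoint fluorescence after 10 minutes at room temperature, scaled to free-ligand and complex controls.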
# BLM helicase inh: inhibitors of human Bloom syndrome helicase BLM; Potency, µM (highest dose often 56.1 µM), for inactives: top-dose activity change, negative = inhibition, usual class: inhibitors; 350,000 tested, 0.2% active; AID 2528; recombinant BLM DNA unwinding, fluorescence dequenching;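 also: potency is read from the fitted curve at half-maximal effect; plate controls were vehicle for no effect and no enzyme for full effect; nearly all actives have a fitted effect of over 35% in size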
# Pol iota inh: inhibitors of human DNA polymerase iota. 390,000 tested, 1% active. Potency, µM (top dose mostly 115 µM), without a hit: at the top dose activity, negative = inhibition, actives largely listed as inhibitors. Pol iota fluorescent replication assay, 10 min. AID 588590; also: potency is read from the fitted curve at half-maximal effect
#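 Fluorescent replication assay read twice, at 0 min and 10 min after adding 50 nM (final) substrate. Enzyme (10 nM) and compounds were first incubated 15 min at room temperature; enzyme-free buffer wells were negative controls.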
# TRHR ag: agonists of human TRH receptor. TRHR cells, calcium flux fluo-8, FDSS agonist mode. P34981. AID 493084. activation, % at 2 µM. 360,000 tested, 0.18% active; in the data active = activation above about 30%; also: 0% is about no effect
#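 Steps: seed TRHR cells overnight; add fluo-8 no-wash Ca dye, RT 30 min–1.5 h; record 10 s baseline; pin-transfer compounds; monitor fluorescence 1 cycle/s for the agonist window. Calcium increases flag candidate agonists.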
# ERG-DNA inh: inhibitors of human ERG Ets domain-DNA interaction | P11308 | AID 624246 | Potency, µM (titrated, usually from 76.9 µM), without a hit: at the top dose FP activity, negative = inhibition, actives largely listed as inhibitors | 370,000 tested, 0.028% active | fluorescence polarization, His-ERG Ets domain / labelled DNA; active = well fitted inhibition curve with a large enough effect in the polarisation, with a control signal flat; inconclusive = small, poorly fitted or top-dose-only effect, or effect the other way, or a change in a side signal; inactive = no such curve, though single readings can be large or run the other way; the % refers to the polarisation;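 also: polarization taken with two DNA probes labelled with fluorescein and Texas red; potency is read from the fitted curve at half-maximal effect; % of control where 0% means no effect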
#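 His-tagged ERG Ets domain (1 uM in the protein solution; 300mM KCl, 50mM Tris-HCl, 1mM EDTA, 1mM DTT, pH 7.5) received compound, then a probe mix of 5 nM fluorescein-DNA and 100nM Texas-615-DNA. Fluorescence polarization was read for both dyes.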
# ALOX12 inh: ALOX12 (human) lipoxygenase inhibition | P18054 | purified 12hLO, xylenol orange hydroperoxide absorbance | Potency, µM (top dose mostly 108 µM), inactives show at the top dose activity change, negative = inhibition, usual class: inhibitors | 580,000 tested, 1.1% active | AID 1671190; also: potency is read from the fitted curve at half-maximal effect; % is scaled to controls: 0 for no effect and ±100 for the full control effect
#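 Purified human 12hLO at 150 nM in 25 mM Hepes, 0.01% Triton X-100, pH 7.0, preincubated 15 min at room temperature with compound. Reaction started with 40 uM arachidonic acid, 30 min at room temperature. Hydroperoxide measured by Fe-xylenol orange, 573/405 nm absorbance ratio.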
# APEX1 inh: APE1 (human) endonuclease inhibition; recombinant APE1, TAMRA/BHQ-2 abasic DNA cleavage fluorescence; Potency, µM (series often up to 65.8 µM), for the others: top-dose activity change, negative = inhibition, hits mostly inhibitors; 350,000 tested, 0.35% active;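 also: potency is read from the fitted curve at half-maximal effect; plate controls were vehicle for no effect and reference inhibitor for full effect; nearly all actives have a fitted effect of over 55% in size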
#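 Activity was derived from the fluorescence gain between first and third kinetic reads (60 s intervals, ex 525/em 598 nm) after 50 nM THF-abasic TAMRA/BHQ-2 duplex was added to 0.75 nM APE1 preincubated 15 min with compound.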
# * = called active by the depositor; ? = inconclusive; / = not tested or not shown; & = joins results of further samples; [ ] = remark or other dose. Unless noted, calls follow the shape of the dose curve; as a rule, active = well fitted curve in the direction sought with a large enough effect; inconclusive = small, poorly fitted or top-dose-only effect, or another doubt; inactive = no such curve, though single readings can be large; an effect the other way counts as inactive or inconclusive. These rows are one share of the data, so the mix of outcomes need not match the whole.
SMILES,POLB inh,POLK inh,Apoferritin bind,BLM helicase inh,Pol iota inh,TRHR ag,ERG-DNA inh,ALOX12 inh,APEX1 inh
CN(Cc1ccc(F)cc1)C(=O)c1cccc(S(=O)(=O)NCc2ccccc2)c1,/,-5.6%,/,/,4.2%,-0.3,-3.0%,17.0%,29.5%
COc1ccc(NC(=O)C2=C(C)Nc3nc(SCc4ccccc4)nn3C2c2cc(OC)ccc2OC)cc1 (centres undefined),-2.1%,1.7%,-2.3%,-1.1%,23.8%,-0.1,2.1%,-13.6%,/
CCOc1ccc(CN2CCNC(=O)C2CC(=O)NCCC2=CCCCC2)cc1 (centres undefined),?,-3.9%,?,-6.0%,5.8%,0.4,-6.0%,4.3%,-16.8%
CN(Cc1cccc(F)c1)C(=O)CN1C(=O)NC2(CCc3ccccc32)C1=O (centres undefined),/,4.6%,/,/,-5.6%,0.0,-6.1%,-1.8%,18.4%
CCCCC/C=C\C/C=C\CCCCCCCC(N)=O,/,4.2%[19.4 µM],-0.7%,-2.8%&-2.6%,/,/,/,-2.2%[12.5 µM],?
Cc1cc(N(C)NC(=S)Nc2ccccc2)nc(C)n1,3.3%,1.4%,0.5%,2.4%,21.9%,0.3,-4.6%,-20.9%,-2.2%
COc1cc(/C=N\NC(=O)C2C(=O)NCC2c2ccccc2)cc(OC)c1O (centres undefined),2.6%,-4.8%,-3.6%,0.2%,-7.6%,0.2,-7.6%,?,-2.6%
CC(C)CN(C(=O)CSc1nn(-c2ccc(Cl)cc2)c(=S)s1)C1CCS(=O)(=O)C1 (centres undefined),13.5%,-19.5%,-18.1%,-3.3%,-1.3%,-0.2,-1.2%,-5.9%,-2.3%
Nc1ccc2nc(-c3ccccc3)c(-c3ccccc3)nc2c1,6.7%,7.4%,233.1%[activator],-4.3%,12.1%,32.2*,8.4%,-22.2%,9.9%
COC(=O)c1sc(S(=O)(=O)Oc2ccccc2NC(C)=O)c(C(=O)OC)c1C,/,-2.3%,/,/,8.4%,-0.2,-8.5%,-23.1%,36.5%
Cc1nn(-c2ccccc2)c(C)c1-c1cc(C(=O)N/N=C/c2ccc(O)cc2)[nH]n1,10µM*,79.4µM*,-21.6%,3.7%,20µM*,0.0,4.0%,17.1%,0.5%
CC(C)(C)OC(=O)NCCCC[C@H](NC(=O)c1[nH]cnc1C(=O)N[C@@H](Cc1ccccc1)C(=O)OCc1ccccc1)C(=O)OC(C)(C)C,/,-15.8%,/,/,15.2%,/,-0.7%,-2.2%,-23.4%
COCCNC(=O)C(=O)NCC1OCCCN1S(=O)(=O)c1cccs1 (centres undefined),44.5%,-5.7%,4.5%,-4.1%,18.3%,0.6,5.4%,-13.2%,3.7%
CC1c2cc3c(cc2CCN1S(=O)(=O)c1ccccc1)OCCCO3 (centres undefined),18.3%,-8.6%,-10.9%,-3.8%,-6.5%,0.7,-3.1%,8.9%&1.8%,-16.1%
CCc1nnc2c(N(C)C)nc3ccccc3n12,1.4%,0.2%,-2.7%,-0.5%,34.1%[activator],-0.1,6.5%,-0.2%,-2.7%
O=C(N[C@@H]1c2ccccc2CC[C@@H]1OCc1ccccc1)c1ccc(C(F)(F)F)cc1,/,6.4%,/,/,8.7%,/,5.9%,?,14.3%
O=C(O)Cc1ccc(OCCNC[C@H](O)c2ccccc2)cc1,/,/,1.7%,0.5%,/,/,/,0.0%,2.0%
CC1=C(C(=O)Nc2ccccn2)C(c2ccc(Br)cc2)NC(=S)N1 (centres undefined),36.1%,-0.3%,-12.3%,2.7%,8.5%,0.0,-2.8%,?,25.3%
CCc1ccc(CNC(=O)c2ccc3c(c2)c(C)c(C)n3Cc2ccccc2)cc1,-9.3%,16.8%,72.7%[activator],-9.4%,-23.2%,0.6,-4.4%,-17.9%,/
Cc1cc(C)c2cccc(N)c2n1,32.8%,-15.5%,-8.4%,-13.0%,68.2%[activator],0.1,-8.1%,-3.6%,15.1%
Cc1ccc(NC(=O)C2CC(=O)n3c(nc4ccccc43)N2)cc1C (centres undefined),0.3%,-1.9%,11.8%,-3.6%,-13.3%,0.1,5.0%,20.1%&16.2%,-7.7%
O=C(NCCCN1CCCC1=O)c1ccc(S(=O)(=O)Nc2cccc(C(F)(F)F)c2)cc1,/,-0.2%,/,/,3.1%,0.3,2.3%,-5.1%,-6.6%
CC(C)N(C(=O)N1CCN(c2ccnc3cc(Cl)ccc23)CC1)C(C)C,24.1%,-11.6%,-17.1%,-3.1%,36.2%[activator],-0.4,1.6%,104.1%[activator],-12.4%
COc1cc(NC(=O)CCCNC(=O)c2ccc(Cl)cc2)cc(OC)c1,-10.4%,1.3%,-7.4%,-5.0%,20.5%,-0.4,?,0.0%,10.4%
CC(C)NC(=O)c1ccccc1-c1nc(-c2ccccc2Cl)no1,7.3%,1.5%,-7.6%,-3.3%,-8.3%,-0.4,2.7%,5.5%,3.4%
CCc1ccc(S(=O)(=O)c2nnn3c2nc(NCCc2ccccc2)c2sccc23)cc1,15.7%,-2.5%,-5.5%,-4.8%,17.0%,0.4,1.0%,-27.7%,/
CCOC(=O)c1ccc(NC(=O)CSc2nc3c(c(=O)n2C)SC(C)C3)cc1 (centres undefined),12.2%,0.1%,?,-7.3%,11.9%,0.0,-3.5%,20.0%,3.2%
COc1cc(NC(=O)N2CCC(CN3CCCC3)CC2)cc(OC)c1OC,?,-15.1%,1.0%,-1.7%,4.7%,0.3,-0.2%,-10.6%,/
O=C1c2ccccc2C(=O)N1c1ccc(Cc2ccncc2)cc1,-0.1%,-18.5%,-13.0%,0.5%,34.5%[activator],-0.1,-0.2%,227.6%[activator],0.4%
CCOC(=O)N1CCN(Cc2nc3cc(NC(=O)c4ccccc4OC)ccc3n2C(C)C)CC1,-29.8%,-7.9%,-19.4%,-2.1%,10.4%,0.0,1.5%,?,/
CCCCc1nc2ccccc2c(NC(=O)CN2CCN(C)CC2)c1CCC,21.6%,-0.3%,-9.7%,-9.2%,-15.7%,-0.1,-2.4%,?,5.1%
Cc1cc(C)cc(NC(=O)Nc2cc(S(=O)(=O)N(C)C)ccc2C)c1,-22.7%,-0.6%,-16.9%,-11.5%,-0.9%,0.2,0.9%,41.0%[activator],0.1%
Cc1ccc(Cl)cc1NC(=O)Cn1c(=O)n(CCCS(=O)(=O)C2CCCCC2)c(=O)c2ccccc21,0.8%,0.0%,-0.5%,-4.5%,3.2%,-0.1,-3.9%,?,/
O=C(NNC(=O)c1cccnc1)c1ccncc1,0.3%,-2.6%,-2.3%,2.8%,32.2%[activator],0.8,9.0%,-1.7%,-9.1%
CCOC(=O)N1CCc2c(sc3c2c(=O)n(-c2ccc(CC)cc2)c(=O)n3Cc2cc(C)ccc2C)C1,-9.6%,-5.6%,6.1%,-3.8%,23.1%,0.6,-3.2%,0.0%,/
N#C[C@]1(S(=O)(=O)c2ccccc2)C[C@@H]2ON=C(c3cccc(Br)c3)[C@@H]2C1,31.6%,-6.3%,?,-3.7%,-3.7%,0.3,9.7%,-8.6%,-4.2%

# The final 3 records of the part before lead into the next:
SMILES,POLB inh,POLK inh,Apoferritin bind,BLM helicase inh,Pol iota inh,TRHR ag,ERG-DNA inh,ALOX12 inh,APEX1 inh
O=C(NNC(=O)c1cccnc1)c1ccncc1,0.3%,-2.6%,-2.3%,2.8%,32.2%[activator],0.8,9.0%,-1.7%,-9.1%
CCOC(=O)N1CCc2c(sc3c2c(=O)n(-c2ccc(CC)cc2)c(=O)n3Cc2cc(C)ccc2C)C1,-9.6%,-5.6%,6.1%,-3.8%,23.1%,0.6,-3.2%,0.0%,/
N#C[C@]1(S(=O)(=O)c2ccccc2)C[C@@H]2ON=C(c3cccc(Br)c3)[C@@H]2C1,31.6%,-6.3%,?,-3.7%,-3.7%,0.3,9.7%,-8.6%,-4.2%
CC(C)(C)c1ccc(/C=C(\C#N)C(=O)NC2CC2)cc1,/,-14.7%,/,/,15.1%,/,12.0%,?,/
CC1CCCN(C(=O)Cn2c(=O)n(CC3CCC(C(=O)NC(C)C)CC3)c(=O)c3sccc32)C1 (centres undefined),2.1%,0.0%,12.2%,-4.2%,10.6%,-0.5,6.3%,-4.2%,/
CCOC(=O)N1CCC(NC(=O)C(NC(=O)C2CCCCC2)C(C)C)CC1 (centres undefined),-7.7%,/,-2.8%,-1.1%,/,0.3,/,/,4.0%
COC(=O)/C(=C\Nc1ccccc1)NC(=O)c1ccc(Cl)cc1Cl,-3.1%,-11.1%,-14.5%,-0.8%,-10.4%,-0.4,1.0%,-10.1%,0.9%
COc1ccc(OC)c(N/C(N)=N/c2nc(C)cc(C)n2)c1,50.1%,3.8%,-1.9%,44.9%[activator],23.4%,0.7,5.0%,0.8%,3.3%
O=S(=O)(Nc1cc(F)ccc1F)c1cccc2nsnc12,26.1%,-13.8%,-21.5%,-0.4%,-3.2%,0.8,2.1%,141.1%[activator],2.4%
Cc1ccccc1N1CN(Cc2ccco2)CNC1=S,-1.2%,-11.1%,0.8%,0.4%,120.6%[activator],-0.1,3.1%,-22.3%,-5.4%
O=C(Nc1ccc(F)cc1)NC1CCCCCCC1,5.3%,0.2%,?,-1.8%,12.4%,0.6,-3.0%,4.3%,-13.3%
COC(=O)N1CCC2(CC1)CN(c1ccccc1)C2,/,-0.6%[60.1 µM],/,4.5%,/,/,/,5.5%[57.4 µM],3.2%
COc1ccc(N2CCN(C(=O)CCCSc3nc4ccccc4[nH]3)CC2)cc1,4.3%,-2.6%,-15.4%,-1.1%,20.4%,1.5,-3.6%,?,-2.5%
COC(=O)C(C)Sc1nnc(Cc2cc(=O)[nH]c(=O)[nH]2)n1-c1cccc(OC)c1 (centres undefined),16.7%,1.9%,-3.2%,2.4%,7.5%,0.3,-5.4%,?,0.2%

# Assay outcomes: PubChem, National Center for Advancing Translational Sciences (NCATS)
